Screening results (PubChem BioAssay)
FadD28 binding – inhibitors of Mycobacterium tuberculosis FadD28 bisubstrate binding | inhibition, % at 12.5 µM | FadD28 bisubstrate probe binding, fluorescence polarization | 360,000 tested, 0.22% active | AID 588549; in the data active means inhibition above about 8.5%, passing the limit was not always enough
PfHsp40 yeast – restores yeast growth despite PfHsp40 toxicity; 340,000 tested, 0.68% active; S. cerevisiae expressing PfHsp40, growth rescue, ATP luminescence; growth rescue, % at 12.5 µM; AID 504582; in the data active means growth rescue above about 28%, passing the limit was not always enough;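 further: yeast W303a lacking pdr1 and pdr3 grown in galactose medium; growth measured after three days at 30 °C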
Yp Topo-I inh – inhibitors of Yersinia pestis topoisomerase I | Y. pestis Topo-I cleavage product accumulation, plate reader | activity, % at 10 µM | 360,000 tested, 0.064% active | AID 504884; in the data active means activity above about 50%, passing the limit was not always enough; further: inactives centre near 2
GDH-TPI inh – GDH-TPI coupled enzyme inhibition counter-screen; 360,000 tested, 1.2% active; inhibition, % at 4.8 µM; GDH-TPI coupled enzyme counterscreen, NADH absorbance; in the data active means inhibition above about 30%;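 further: 0% = DMSO wells and 100% = wells lacking the enzyme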
TcdB GH inh – TcdB glycohydrolase inhibition; 350,000 tested, 0.24% active; TcdB glycohydrolase enzymatic assay, plate reader; inhibition, % at 9.99 µM; AID 652162; in the data active means inhibition above about 10%
Mtb BioA inh – inhibitors of Mycobacterium tuberculosis BioA enzyme; inhibition, % at 9.99 µM; purified M. tuberculosis BioA enzyme, plate reader; 360,000 tested, 0.096% active; in the data active means inhibition above about 40%
Vc quorum ag – inducers of Vibrio cholerae quorum light production without autoinducers; 350,000 tested, 0.16% active; AID 588436; V. cholerae BH1578 lux reporter, luminescence, 6 h; activation, % at 18.7 µM; in the data active means activation mostly above about 9.7%, no sharp cut-off; further: not every result past the cut was called active; inactives centre near 0; reference of the scale not given here
Mtb FBA inh – Mtb fructose-bisphosphate aldolase inhibition. P9WQA3. purified M. tuberculosis FBA, fluorescence read-out. inhibition, % at 1 µM. 360,000 tested, 2.3% active. AID 588726; in the data active means inhibition above about 27%;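 further: 0% = vehicle and 100% = reference inhibitor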
Mtb UGM inh – Mtb UDP-galactopyranose mutase inhibition; purified UGM, fluorescence polarization probe displacement; 320,000 tested, 0.06% active; inhibition, % at 10 µM; P9WIQ1; in the data active means inhibition above about 10%, passing the limit was not always enough
An asterisk follows results filed as active; i = inactive; x = no result given; & = joins results of further samples. Rows were taken by chance; overall some 4.6% were active at least once.

SMILES	FadD28 binding	PfHsp40 yeast	Yp Topo-I inh	GDH-TPI inh	TcdB GH inh	Mtb BioA inh	Vc quorum ag	Mtb FBA inh	Mtb UGM inh
O=C(Cc1nn[nH]n1)Nc1ccc(F)cc1F	-1.1	-0.9	-4	1	2.3	-1.0	i	2	1.7
O=C(c1ccc(F)cc1F)N1CCCC(c2nc(-c3cccs3)no2)C1 (configuration not stated)	-3.3	0.9	19	16	3.1	-0.3	i	-4	-3.8
COCCNc1ncnc2c1ncn2[C@H]1CN(Cc2ccc(OC)cc2)C[C@@H](CO)O1	-2.8	x	1	8	1.3	-0.4	-0.2	2	x
CCCCn1c(O)c(C(=O)/C=C/c2c[nH]c3ccccc23)c(=O)[nH]c1=O	-2.3	-0.5	-2	4	-0.5	x	-0.8	-1	-0.8
O=C(O/N=C\c1ccc(N2CCCCC2)c([N+](=O)[O-])c1)c1cccc(Cl)c1	-2.1	0.8	-4	17	x	x	i	0	0.7
CCCCSc1nnc([C@@H](NC(=O)OC(C)(C)C)C(C)C)o1	-0.8	2.1	1	-4	x	-3.0	x	2	4.8
N#CCC(=O)NCCCc1ccccc1	-0.9	0.1	-2	-4	x	x	1.4	-1	0.7
C#CCN(C(=O)c1ccc(OC2CCN(Cc3ccccn3)CC2)cc1)C1CCCCC1	-3.8	-0.3	16	8	2.3	3.4	-0.5	0	-1.9
O=C1CCC(C(=O)OCC(=O)c2ccccc2)N1 (configuration not stated)	-4.5	0.6	3	-1	1.3	-0.2	-0.4	-3	-1.3
CN(C)Cc1c(C(=O)N/N=C/c2ccc(-c3ccccc3)cc2)nnn1-c1nonc1N	-0.6	0.5	8	2	0.3	-0.1	i	4	0.4
C=CCSc1nc2c(c(=O)[nH]1)C(C(C)C)C(C#N)=C(N)O2 (configuration not stated)	-2.3	-0.6	4	2	0.2	-1.3	-0.2	0	1.3
CCC(c1nnnn1Cc1ccc2c(c1)OCO2)N1CCN(c2ccc(F)cc2)CC1 (configuration not stated)	0.6	2.5	19	7	x	0.8	i	1	1.8
CC(C)(C)c1cc(CCC(=O)N2CCC2)cc(C(C)(C)C)c1O	0.9	-2.1	5	6	-1.1	-5.0	i	4	0.1
O=C(O)CCCC(=O)NCc1c(Cl)cccc1Sc1ccc(Cl)cc1	-4.2	-0.3	2	-8	4.7	0.0	-0.2	2	1.8
CCOc1cc(C)c(S(=O)(=O)Nc2ccc(F)cc2)cc1C	-1.5	1.3	-10	6	x	1.0	-0.4	6	3.2
CNc1nc(SC)nc(N(C)C#N)n1	0.0	-0.2	-6	4	-5.5	x	-0.8	1	0.2
CCOC(=O)C1(Cc2ccc(OC)cc2)CCN(C(=O)c2cc(C)nn2C)CC1	0.7	0.5	29	-3	-1.6	1.2	-0.4	1	0.2
CC1=C(C(=O)OCc2ccccc2)C(c2ccccc2Br)NC(=O)N1 (configuration not stated)	-4.2	0.0	11	-4	2.6	-1.5	-0.3	-3	2.6
CCOc1cc(/C=N/n2c(C)nc3ccccc3c2=O)ccc1O	x	-0.5	2	17	-1.4	x	0.0	1	-0.8
OC[C@@H]1CN(Cc2cccs2)C[C@H](n2cnc3c(NC4CCCC4)ncnc32)O1	-0.2	x	2	-2	1.7	-0.4	-0.8	0	x
CC(C)=CCSc1nnc(CCNC(=O)OC(C)(C)C)o1	0.1	-0.7	12	4	x	-0.3	x	2	0.8
NC(c1ccc(F)c(F)c1)c1nc(-c2cc(F)cc(F)c2)cs1 (configuration not stated)	-4.3	x	0	-10	-0.4	-0.4	-0.5	-1	x
CC1(C(=O)Nc2cccc(NS(C)(=O)=O)c2)Cc2c(-c3ccc(C(N)=O)cc3)ccnc2O1 (configuration not stated)	-1.0	x	0	8	-0.3	6.6	-0.3	-3	x
CCN(CC)c1ccc(/C=N/NC(=O)CNC(=O)C2COc3ccccc3O2)c(O)c1 (configuration not stated)	-1.1	15	0	33*	0.6	-1.0	-0.3	5	5.0
O=C(CSc1nnc(-c2ccco2)o1)c1ccc([N+](=O)[O-])cc1	-1.9	x	-8	8	0.2	0.7	1.1	-3	1.4
CCOC(=O)c1c(C)[nH]c(C(=O)OCC(=O)Nc2ccc(OCC)cc2)c1C	-1.1	0.0	-3	20	x	x	i	4	-1.1
C1CCC2(CC1)OCC1(CO2)COC2(CCCCC2)OC1	-1.4	3.2	-5	1	x	0.1	i	-1	-0.6
N#Cc1c(Cn2cncn2)nc(=O)n(-c2ccc(Cl)cc2)c1N	-0.7	0.3	6	1	-0.7	0.1	i	0	-0.8
COc1ccccc1S(=O)(=O)N(C)C[C@H]1OCc2cn(nn2)CCCC(=O)N([C@H](C)CO)C[C@@H]1C	-3.5	x	-5	-4	-0.2&1.1&-0.6	0.0&-0.6&-1.6	-0.2	-1	x
O=C(Nc1nc2cc3c(cc2s1)OCO3)C1CC1	-4.2	-0.6	4	4	0.4	-1.9	-0.3	2	-0.7
Cc1[nH]c(=O)c(C#N)c(C)c1[N+](=O)[O-]	-2.0	-0.7	-1	8	-0.8	-0.2	-0.5	-3	3.5
O=C(O)c1ccc(/C=C(\c2nc3ccccc3[nH]2)c2nc3ccccc3s2)cc1	-4.5	4.5	4	65*	-0.4	8.4	0.5	-1	-0.2
CN1CCN(S(=O)(=O)c2cccc(C#N)c2)C(c2ccccc2)C1 (configuration not stated)	0.6	0.1	-9	10	0.3	-3.1	-1.9	1	x
O=c1[nH]c(O)c(C=NCCc2ccccc2)c(=O)[nH]1	-3.3	0.2	-5	8	0.9	x	-0.5	1	1.8
COc1cccc(COC(=O)c2ccc3c(=O)n4c(nc3c2)CCC4)c1OC	-10	-0.9	14	-6	-1.8	1.5	-2.3	-1	0.6
CC(=O)NC(Cc1cccc(C)c1)C(=O)NC1CCN(C(=O)NCc2ccccc2)CC1 (configuration not stated)	-2.0	-1.9	9	18	2.3	0.7	-5.6	1	x
S=C(NCc1ccccc1Cl)Nc1ccccc1Cl	-7.7	6.0	4	-8	0.5	3.7	i	-3	2.0
O=[N+]([O-])c1ccc(/C=N/Nc2ncc(Br)cn2)cc1	-0.9	-1.9	-2	3	0.4	-2.6	-0.3	0	-1.8
CCOc1ccccc1NC(=O)NCCCCc1ccccc1	-2.7	-0.2	21	5	1.8	-3.7	-3.2	-1	-2.4
Cc1cnc(NC(=O)/C=C/c2ccc(Br)o2)s1	-2.3	0.1	0	0	0.6	-0.7	-0.8	2	-0.3

In the list so far, these contain a COOH group:
SMILES	FadD28 binding	PfHsp40 yeast	Yp Topo-I inh	GDH-TPI inh	TcdB GH inh	Mtb BioA inh	Vc quorum ag	Mtb FBA inh	Mtb UGM inh
O=C(O)CCCC(=O)NCc1c(Cl)cccc1Sc1ccc(Cl)cc1	-4.2	-0.3	2	-8	4.7	0.0	-0.2	2	1.8
O=C(O)c1ccc(/C=C(\c2nc3ccccc3[nH]2)c2nc3ccccc3s2)cc1	-4.5	4.5	4	65*	-0.4	8.4	0.5	-1	-0.2

More records follow.
SMILES	FadD28 binding	PfHsp40 yeast	Yp Topo-I inh	GDH-TPI inh	TcdB GH inh	Mtb BioA inh	Vc quorum ag	Mtb FBA inh	Mtb UGM inh
Nc1ncnc2c1nc(SCCO)n2Cc1ccccc1	1.0	-0.6	6	4	0.4	x	-0.1	4	3.2
CCCCC(=O)N(C)c1c(C)nc2ccc(C(=O)N(CC)CCN(C)C)cn12	-2.8	x	-3	12	-0.2	-1.1	i	-4	x
CCCOC(=O)CSc1nc(N)c(C#N)c(-c2ccco2)c1C#N	0.4	0.2	0	24	x	-1.6	i	6	0.6
O=C(Nc1ccc2c(c1)C(=O)N(CC1CCCO1)C2=O)c1ccccc1Br (configuration not stated)	-1.1	0.6	0	1	x	3.9	-0.3	27	0.1
Nc1nc(SCC(=O)Nc2cccc(Oc3ccccc3)c2)n[nH]1	-7.7	0.5	5	-8	1.1	x	-0.3	-1	1.1
CC(=O)C1=CCC(c2ccc(Cl)cc2)N(S(=O)(=O)c2ccccc2C)C1 (configuration not stated)	-8.6	x	x	x	0.0	-2.6	x	-2	x
CN(C)S(=O)(=O)N(CC(=O)NCCSCc1ccccc1)c1ccccc1	-2.8	-0.4	-7	2	-1.0	x	-0.5	3	1.1
Cc1ccc(NC(=O)CN(C)C(=O)COC(=O)C(C)(C)Oc2ccc(Cl)cc2)cc1	-2.5	-1.0	10	-9	2.0	2.5	-4.3	2	-2.6
Cc1nnc(SCC(=O)N(C)c2ccccc2)n1-n1cccc1	-0.6	-0.5	-1	0	1.9	-0.5	-0.9	0	-0.5
CN(Cc1nc(Cc2cccc(C(F)(F)F)c2)no1)C1CC(C)(C)NC(C)(C)C1	-0.7	-1.4	-1	1	-1.6	0.2	i	0	-1.8
CCC1(c2ccccc2)NC(=O)N(CC(=O)N(C)CC(=O)Nc2cccc(OC)c2)C1=O (configuration not stated)	0.4	-0.8	-6	2	0.5	x	i	0	-3.9
COCOCCn1cc(CN2CCS(=O)(=O)N(Cc3ccc(-c4ccc(Cl)nc4)cc3)C(CC(C)C)C2=O)nn1 (configuration not stated)	-7.3	x	7	-11	2.0	1.9	-0.4	-3	x
COc1ccc(C(=O)NC(=S)Nc2ccccc2N2CCOCC2)cc1Br	-1.8	9.9	7	5	-1.2	0.1	i	-2	-0.6
CCC(=O)OCC(=O)C1(OC(=O)CC)[C@H](C)C[C@H]2[C@H]3[C@H]([C@@H](O)C[C@@]21C)[C@@]1(C)C=CC(=O)C=C1C[C@H]3Cl (some centres not stated)	-2.0	1.0	16	6	0.9	0.1	0.8	2	1.4
CCN(CC(=O)NCc1cccs1)C(=O)/C=C/c1ccc(OC)c(OC)c1	0.5	-1.8	-1	13	1.1	-1.2	i	8	-0.6
CCNc1nc(NCC)nc(OCCNS(=O)(=O)c2ccccc2)n1	1.1	1.5	2	-10	1.3	0.1	0.7	9	-0.2
COc1cc(-c2cc(C(=O)NCc3ccco3)c3ccccc3n2)cc(OC)c1OC	-2.8	-0.6	18	14	0.7	0.7	-0.6	-2	0.2
COc1ccc(CNC(=O)CCCCCn2c(SCC#N)nc3cc4c(cc3c2=O)OCO4)cc1	-3.9	-0.7	9	-2	x	-0.4	i	2	-3.4
O=C(COC(=O)c1cc(Br)ccc1O)Nc1cc(S(=O)(=O)N2CCCC2)ccc1Cl	-2.6	-0.5	-5	6	1.4	x	i	4	x
O=C(NCCCCNC(=O)c1ccccc1F)c1ccccc1F	-4.3	-1.2	-15	-13	0.0	2.3	-0.4	-3	-0.8

3 records drawn at random from the list so far, as already listed:
SMILES	FadD28 binding	PfHsp40 yeast	Yp Topo-I inh	GDH-TPI inh	TcdB GH inh	Mtb BioA inh	Vc quorum ag	Mtb FBA inh	Mtb UGM inh
CCNc1nc(NCC)nc(OCCNS(=O)(=O)c2ccccc2)n1	1.1	1.5	2	-10	1.3	0.1	0.7	9	-0.2
COc1cc(-c2cc(C(=O)NCc3ccco3)c3ccccc3n2)cc(OC)c1OC	-2.8	-0.6	18	14	0.7	0.7	-0.6	-2	0.2
O=C(COC(=O)c1cc(Br)ccc1O)Nc1cc(S(=O)(=O)N2CCCC2)ccc1Cl	-2.6	-0.5	-5	6	1.4	x	i	4	x

Remaining list, next part
SMILES	FadD28 binding	PfHsp40 yeast	Yp Topo-I inh	GDH-TPI inh	TcdB GH inh	Mtb BioA inh	Vc quorum ag	Mtb FBA inh	Mtb UGM inh
COC(=O)CCCSc1nccn1-c1ccccc1	-0.8	-0.9	2	-2	5.0	x	0.6	-2	1.8
O=C1OC(Cc2ccncc2)C(O)=C1C1=NCCCN1 (configuration not stated)	-1.9	-0.2	0	-7	x	1.3	3.3	-2	-2.7
CCCn1ncc(CN2CCN(CCc3ccccc3)C(CCO)C2)c1C (configuration not stated)	-0.5	-0.6	-6	-1	0.3	x	x	5	-3.4
CC(=O)c1cc(-c2ccccc2)n(CC(=O)NC(C)(C)C)c1C	-1.1	-0.1	-1	-7	0.3	x	-0.3	0	-0.1
CC(C)c1nnc(NC(=O)CCC(=O)N2CCC(Cc3ccccc3)CC2)s1	-4.3	3.0	33	-13	0.9	1.7	-0.4	-2	-0.7
COc1ccc(CCNC(=O)COc2ccc(S(=O)(=O)N3CCCC3)cc2)cc1	-2.5	2.2	5	-3	0.0	x	i	-3	-4.5
CCOC(=O)N1CCN(C(=O)c2ccc(C)c(S(=O)(=O)Nc3ccccc3)c2)CC1	-0.6	0.2	1	13	x	-0.9	-0.5	0	-2.6
Cn1cccc1C(=O)OCC(=O)Nc1cccc(S(=O)(=O)N2CCOCC2)c1	-2.3	-1.2	-13	1	-0.6	x	0.3	3	1.1
